Compound activity from PubChem BioAssay.
PglD DTNB: C. jejuni PglD acetyltransferase inhibitors, primary screen, biochemical, DTNB colorimetric, single point; purified PglD enzyme, DTNB colorimetric CoA detection; AID 602405, 2012; 360,000 tested, 0.098% active; inhibition, % at 12.5 µM; in the data active = inhibition above about 16%, passing the limit was not always enough; also: strong numbers were not always called active
PGC1a acetyl inh: inhibitors of PGC1a acetylation signal, primary screen, cell-based, U2OS, AlphaScreen, inhibitor mode; AlphaScreen anti-acetyl-lysine; with virally co-expressed GCN5 acetyltransferase; inhibition, % at 15.6 µM; 350,000 tested, 0.17% active; AID 651687, 2012;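 active = every replicate shows inhibition of at least 40%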;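 also: 0% = neutral control wells and 100% = positive control wells; some results beyond the cut were filed as inactive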
* = called active by the depositor.

nr	smiles	PglD DTNB	PGC1a acetyl inh
1	CCOC(=O)N1CCc2c(sc3c2C(=O)NC(c2ccccc2)N3)C1 (configuration not stated)	2	-1
2	O=C(CN(C1CCCCC1)S(=O)(=O)c1ccc(F)cc1)NCc1ccncc1	1	-4
3	Cc1cccc(C)c1NC(=O)CSc1nnnn1C	-3	-1
4	COC(=O)c1ccc(CSc2nnnn2Cc2ccccc2)cc1	-4	2
5	COc1cccc(C2=N/C(=C\N(C)C)C(=O)O2)c1	7	3
6	Cc1ccc2c(CC(=O)O)coc2c1C	-2	5
7	O/N=C1/C2C3CC4C5C3C1C5C1(OCCO1)C42 (configuration not stated)	1	-4
8	COc1ccc(NC2CS(=O)(=O)CC2NCc2ccccc2)cc1 (configuration not stated)	2	-14
9	CCCCOc1ccc(C2CC(=O)N(C)C2=O)cc1 (configuration not stated)	-8	6
10	CCOC(=O)c1sc(NC(=O)CSc2n[nH]c(-c3ccccc3)n2)c(C#N)c1C	2	-11
11	CCc1nc(NCc2ccco2)c2oc3ccccc3c2n1	0	-22
12	CCN(CC)CCCN1C(=O)c2oc3ccccc3c(=O)c2C1c1cccc(OC)c1OC (configuration not stated)	0	-10
13	Cc1c(CN2CCCCC2)c(O)n(CCCO)c(=O)c1C#N	-2	16
14	O=C(Cn1cnc2ccccc2c1=O)N1CCN(Cc2ccc3c(c2)OCO3)CC1	11	2
15	CCOC(=O)C(C)n1cnc2c1c(=O)[nH]c(=O)n2C (configuration not stated)	-5	25
16	CCOC(=O)CNC(=O)CN1C(=O)CCS(=O)(=O)c2ccccc21	-2	-4
17	CC(C)CC[n+]1ccn(C2=C([O-])c3ccccc3C(=O)/C2=N\S(=O)(=O)c2ccccc2)c1	4	16
18	CCc1nnc(SCC(=O)Nc2ccc3c(c2)OCO3)o1	-2	4
19	CC(C)NC(=O)c1cnc(Sc2ncc(C(F)(F)F)cc2Cl)n1C	0	-1
20	CN1C2CCC1/C(=C\c1ccccc1)C(=O)/C2=C\c1ccccc1	1	22

Fetched by structure from the list above, 4 records:
nr	smiles	PglD DTNB	PGC1a acetyl inh
9	CCCCOc1ccc(C2CC(=O)N(C)C2=O)cc1 (configuration not stated)	-8	6
20	CN1C2CCC1/C(=C\c1ccccc1)C(=O)/C2=C\c1ccccc1	1	22
7	O/N=C1/C2C3CC4C5C3C1C5C1(OCCO1)C42 (configuration not stated)	1	-4
17	CC(C)CC[n+]1ccn(C2=C([O-])c3ccccc3C(=O)/C2=N\S(=O)(=O)c2ccccc2)c1	4	16

Later entries
nr	smiles	PglD DTNB	PGC1a acetyl inh
21	COc1ccccc1-c1nnc(SCC(=O)Nc2cc(C)on2)o1	-2	3
22	COc1ccc(Br)cc1S(=O)(=O)N1CCN=C1C	-5	-11
23	O=C1CCCN1c1ccc(S(=O)(=O)Oc2cccc(Cl)c2)cc1[N+](=O)[O-]	-10	-11
24	CCOC(=O)c1c(NC(=O)CSc2nncn2C)sc(C)c1C	-1	31
25	N#Cc1c2n(c3c(=O)n(Cc4ccc(Cl)cc4)cnc13)CCCC2	5	2
26	COc1ccc(CNC(=O)Cc2c(C(=O)O)[nH]c3ccccc23)cc1	2	-7
27	COc1cc2c(cc1OC)CN(C(=O)COc1ccc(C#N)cc1)CC2	-5	-10
28	CSCCC(CO)NC(=O)OCc1ccccc1 (configuration not stated)	9	6
29	O=C1C=C(NCc2ccc(Cl)c(Cl)c2)C2(CCCCC2)O1	5	-1
30	O=S1(=O)CC=C(CSc2nc3ccccc3[nH]2)C1	-3	5
31	COc1ccccc1CNC(=O)N[C@@H](Cc1ccccc1)C(=O)O	4	-22
32	O=C(Cn1ncn2c(cc3ccccc32)c1=O)NCCc1cccs1	5	-5
33	O=C(C1CCC(CNS(=O)(=O)c2cccs2)CC1)N1CCCCC1 (configuration not stated)	3	9
34	CCN1CCN(C(c2cc(OC)ccc2OC)c2nnnn2Cc2ccccc2)CC1 (configuration not stated)	-8	-9
35	O=C(Oc1ccc(-c2nnco2)cc1)N1CCCCC1	-4	1
36	COc1ccc(/C=C2\CCCC3C2=NN(C(=O)c2ccco2)C3c2ccc(OC)c(OC)c2)cc1OC (configuration not stated)	-7	-2
37	CC(C)=CCC/C(C)=C/CNC(=O)C[C@H]1C[C@H](C(=O)N2CCOCC2)[C@@]2(C)c3[nH]c4cc(-c5ccco5)ccc4c3CCN2C1=O	-1	4
38	CCC1CCCCN1C(=O)COC(=O)c1cc2ccccc2cc1O (configuration not stated)	-8	4
39	O=c1[nH]cnc2c1sc(=S)n2-c1ccccc1	-3	20
40	O=C(NCCCN1CCOCC1)c1ccc(Br)cc1	-1	3
41	Cc1ccc2nc(N(CCN(C)C)C(=O)c3ccc4ccccc4c3)sc2c1	-1	8
42	Cc1ccccc1CSCC(=O)N/N=C/c1cccs1	-2	-6
43	CCn1c(CNC(C)=O)nnc1SCC(=O)c1ccc(Br)cc1	2	-4
44	O=C(Nc1cccc(C(F)(F)F)c1)/C(=C/c1ccco1)NC(=O)c1cccs1	4	-3
45	CC1(C)CC(=O)C=C(Nc2ccccc2NC(=O)c2cnccn2)C1	-7	-2
46	Cc1ccc(-c2cc(C(=O)N/N=C/c3c(C)nn(-c4ccccc4)c3C)[nH]n2)cc1	5	15
47	CCOC(=O)/C(C#N)=C1/C=CN(c2ccccc2)C=N1	3	3
48	O=C(O)c1ccc(Cl)cc1NC(=O)C1CCCO1 (configuration not stated)	-1	5
49	COC(=O)c1cc(NC(=O)c2c(Cl)nc3sccn23)cc(C(=O)OC)c1	1	-9
50	Cc1ccc(F)cc1NC(=O)C12CC3CC(C1)CC(n1cnc([N+](=O)[O-])n1)(C3)C2	-4	-18
51	CCN(CC)c1ccc(NC(=O)CSc2nc3ccccc3c(=O)[nH]2)cc1	-6	-12
52	CCN(CC)CCCNc1nnc(C)c(=O)[nH]1	2	-2
53	CCOc1ncccc1C(=O)OCC(=O)Nc1cc(C)ccc1C	5	-20
54	O=C(CSc1ncnc2nc[nH]c12)NCCc1ccccc1	3	-26
55	COc1ccc(S(=O)(=O)N2CCC(C(=O)NCC3CCCO3)CC2)cc1C (configuration not stated)	1	2
56	Cc1nnc(N(Cc2ccco2)C(=O)c2ccno2)s1	-2	-10
57	COc1cccc2cc(C(=O)C3=C(O)C(=O)N(Cc4ccco4)C3c3cccnc3)oc12 (configuration not stated)	-6	4
58	COC(=O)c1ccccc1NC(NC(=O)c1ccco1)C(=O)c1ccccc1 (configuration not stated)	-6	15
59	O=C(CCCn1c(=O)c2ccccc2n(Cc2ccccc2)c1=O)NCc1ccco1	-4	-18
60	CCC(=O)N1CC(C)C(=O)Nc2ccccc21 (configuration not stated)	-2	5

Single records, as listed above. Values in the order: PglD DTNB | PGC1a acetyl inh
`CCN(CC)c1ccc(NC(=O)CSc2nc3ccccc3c(=O)[nH]2)cc1` across the screens: -6 | -12
`CCN(CC)CCCNc1nnc(C)c(=O)[nH]1` across the screens: 2 | -2
`CCOc1ncccc1C(=O)OCC(=O)Nc1cc(C)ccc1C` across the screens: 5 | -20
`COC(=O)c1ccccc1NC(NC(=O)c1ccco1)C(=O)c1ccccc1` (configuration not stated) across the screens: -6 | 15

Following part
nr	smiles	PglD DTNB	PGC1a acetyl inh
61	CCOc1ccc(N2C(=O)CC(N3CCN(c4ccc(C(=O)c5ccncc5)cc4)CC3)C2=O)cc1 (configuration not stated)	-1	2
62	O=C(COC(=O)c1ccc(Br)o1)NCC1CCCO1 (configuration not stated)	4	0
63	COc1ccc(OC)c(NC(=O)C23CCC(C)(C(=O)C2)C3(C)C)c1 (configuration not stated)	3	3
64	CCn1c(NCc2cc(Br)ccc2NS(=O)(=O)c2ccc(C)cc2)nc2ccccc21	5	8
65	COC(=O)C1=C(C)N(C)C(C)=C(C(=O)OC)C1c1ccc(F)c(Br)c1	3	-11
66	COCCN1CCn2c(nc3cc(NC(=O)c4ccc(OC)cc4)ccc32)C1	0	5
67	Cc1cc(C(=O)Nc2c(C)n(C)n(-c3ccccc3)c2=O)cs1	-4	16
68	Cc1cc(C)cc(N(C(=O)CNC(=O)c2ccco2)C(C(=O)NC2CCCC2)c2cccnc2)c1 (configuration not stated)	0	2
69	Cc1cc(C(C)(C)C)cc(C)c1COC(=O)C1CCC(=O)N1 (configuration not stated)	6	1
70	O=C(NC(=S)NCCN1CCOCC1)c1ccc(Cl)cc1Cl	-6	0
71	CC1CCCCN1C(=O)CSc1nnc(-c2ccc(Cl)s2)o1 (configuration not stated)	-1	9
72	Nc1nc(NC(=O)CCCC(=O)O)nn1-c1ccccc1	4	5
73	COc1ccccc1-c1nc(C#N)c(N2CCC(Cc3ccccc3)CC2)o1	1	17
74	O=C(COc1ccc(Cl)cc1)N1CCN(c2ncccn2)CC1	-2	-6
75	COc1ccc(C2=Nn3c(nnc3-c3cccnc3)SC2)cc1OC	5	8
76	O=C(N/N=C\c1ccc(COc2ccc([N+](=O)[O-])cc2)o1)c1ccc(Cl)cc1	3	0
77	Cc1ccc(CSCC(=O)N2CCN(c3ccc(F)cc3)CC2)cc1	1	-3
78	COC(=O)c1nc(-c2ccc(C)cc2)oc1N(C)C	1	11
79	CCCCOC(=O)c1ccc(NC(C)=O)cc1	1	-3
80	C=CCn1c(-c2cc(OC)cc(OC)c2)n[nH]c1=S	-3	1
81	CCOC(=O)NC(=O)COC(=O)Cc1cc(OC)c(OC)c(OC)c1	0	6
82	COc1ccc(/C=N/NC(=O)c2nc(Cl)c(Cl)c(N)c2Cl)cc1COc1ccc(F)cc1F	4	-10
83	S=c1[nH]nc(COc2ccccc2)n1C1CCCCC1	6	-2
84	Cc1cc(NC(=O)CN2C(=O)CC(c3ccco3)Sc3ccccc32)no1 (configuration not stated)	-1	-3
85	O=C(CN1CCCCCC1)Nc1ccccc1F	3	-1
86	Cc1ccc(-c2noc(CCC(=O)N3CCN(c4cccc(C(F)(F)F)c4)CC3)n2)cc1	3	1
87	Cn1c(SCC(=O)NC(C)(C)C)nnc1-c1ccc(C(C)(C)C)cc1	4	-5
88	COC(=O)C1=C(C)N(Cc2ccccc2)C(=NCc2cc(OC)c(OC)c(OC)c2)N[C@H]1c1ccc(Br)cc1	-5	-10
89	Cn1c(C(O)c2ccc3c(c2)OCO3)nc2ccccc21 (configuration not stated)	-2	13
90	COc1ccc(/C=N/NS(=O)(=O)c2ccccc2)cc1OS(=O)(=O)c1ccccc1	0	-7
91	CCCC(=O)C1=C(O)C(C(=O)OC)C(C)(C)CC1=NC(C)(C)C (configuration not stated)	10	-6
92	COc1ccc(C)cc1NC(=O)C1CCCN(S(=O)(=O)c2cccc3cccnc23)C1 (configuration not stated)	6	3
93	C=CCN1C(=O)CN=C1Nc1ccc(OC)cc1OC	4	8
94	COc1ccc(CCNC2=NCCS2)cc1	4	-6
95	C=C(C)COc1ccc(-c2nc(N)ncc2Oc2ccccc2OC)c(O)c1	4	-11
96	O=C(O)c1ccc(-c2sc(Nc3ccccc3)n[n+]2-c2ccc(F)cc2)cc1	-3	3
97	COc1ccccc1-n1nc(C(=O)NCc2ccco2)c2ccccc2c1=O	3	-6
98	Cn1c(C(=O)NC2CCCCC2)cc2sccc21	-4	2
99	N#Cc1c(NCCCO)nc(-c2ccco2)c2c1CCCC2	-1	2
100	Cn1c(=O)[nH]c(=O)c2[nH]c(N(Cc3ccccc3)Cc3ccccc3)nc21	-8	10
101	CCOc1ncccc1C(=O)Oc1ccc2c(c1)OCO2	1	5
102	Cc1noc(C)c1CSc1nc2ccccc2c(=O)n1-c1ccc(F)cc1F	-1	-36
103	Cc1ncoc1C(=O)Nc1ccc2c(c1)OCCO2	4	-13
104	Cc1cc(C)c(S(C)(=O)=O)c(Oc2cccc(Cl)c2)n1	6	46
105	COc1ccccc1-c1nc(C#N)c(N2CCN(C(c3ccccc3)c3ccccc3)CC2)o1	3	10
106	O=C1CC(Cc2ccc(Cl)cc2)C(=O)N1c1ccncc1 (configuration not stated)	4	0
107	COc1cccc(NC(=O)CSc2nnc(CNC(=O)c3ccccc3)n2C)c1	-3	8
108	C[C@H]1COC2=C1C(=O)C(=O)c1c2ccc2c1CCCC2(C)C	2	-15
109	Cc1cnn(-c2ccc3nnc(-c4ccc(Cl)cc4)n3n2)c1	-2	-2
110	CCc1c(C(=O)Nc2ccc(S(=O)(=O)N3CCOCC3)cc2)csc1C	1	-16

Continued.
nr	smiles	PglD DTNB	PGC1a acetyl inh
111	COc1ccccc1NC(=O)N1CCn2c(nc3ccccc32)C1	5	13
112	CC(=O)c1sc(NC(=O)c2ccco2)nc1-c1ccccc1	-1	-3
113	O=C(N/N=C/c1ccncc1)c1cc(C2CC2)nc2ccccc12	-1	5
114	COC(=O)CC1C(=O)NCCN1C(=O)CSc1nnc(Nc2ccc(C)cc2)s1 (configuration not stated)	-3	-15
115	CC(C)Sc1nc(SCC(=O)NCc2ccco2)c2c3c(sc2n1)COC(C)(C)C3	0	1
116	Nc1c(C(=O)NCCN2CCOCC2)c2nc3ccccc3nc2n1-c1ccccc1	-1	7
117	Cc1noc(C)c1C(=O)OCC(=O)NC1CC1	-13	-14
118	Cc1noc(C)c1COc1ccc(C(=O)OCC(=O)Nc2ccc3c(c2)OCO3)cc1	3	2
119	COc1ccc(-c2noc(CN3CCN(c4ccccc4F)CC3)n2)cc1OC	-2	3
120	O=C(CCc1nc(-c2ccccc2F)no1)NCCN1CCN(Cc2ccccc2)CC1	4	0

A portion of the library; rates above refer to the full screens.
